Screening data from PubChem.
Mtb RmlCD inh – inhibitors of Mycobacterium tuberculosis RmlC and RmlD coupled enzymes; RmlC+RmlD coupled enzyme assay, percent inhibition; primary screen in compound mixtures; P9WH09+P9WH11; inhibition, % at 3.6 µM; hit rate 0.03% among 160,000; in the data active = inhibition mostly above about 34%, no sharp cut-off; also: some results filed as inactive read as strong as hits
Target sequence (P9WH09 whole entry, looked up): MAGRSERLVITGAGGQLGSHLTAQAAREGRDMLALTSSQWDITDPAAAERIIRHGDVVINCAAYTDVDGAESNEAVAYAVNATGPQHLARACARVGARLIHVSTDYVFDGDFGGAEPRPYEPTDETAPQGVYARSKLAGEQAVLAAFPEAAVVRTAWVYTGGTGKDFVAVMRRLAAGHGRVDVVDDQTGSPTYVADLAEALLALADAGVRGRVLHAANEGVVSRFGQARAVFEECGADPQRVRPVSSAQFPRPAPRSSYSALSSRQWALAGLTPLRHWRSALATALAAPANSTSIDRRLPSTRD
Target sequence (P9WH11 whole entry, looked up): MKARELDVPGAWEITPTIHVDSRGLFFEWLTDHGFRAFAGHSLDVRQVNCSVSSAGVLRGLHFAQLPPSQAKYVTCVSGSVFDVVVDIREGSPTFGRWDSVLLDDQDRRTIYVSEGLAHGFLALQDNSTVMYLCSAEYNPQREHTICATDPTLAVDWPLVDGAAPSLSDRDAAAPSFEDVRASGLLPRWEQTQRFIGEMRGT
GlmU inhibition – inhibition of mycobacterial GlmU enzyme – biochemical, glucosamine-1-phosphate acetyltransferase (AID 1376) | M. tuberculosis GlmU acetyltransferase enzyme assay; higher % means a stronger effect | inhibition, %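 (tested at 30 µM in the primary screen)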; hits with a dose series show IC50 in µM | hit rate 0.25% among 220,000; in the data active = inhibition above about 13%;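 also: 0% = complete reaction with vehicle and 100% = reaction without substrate; strong numbers were not always called active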
* = called active by the depositor; . = not tested or not shown. This is a subset, so the mix of outcomes need not match the whole.

The line under a structure holds: GlmU inhibition | Mtb RmlCD inh
> CCC(C)C(=O)Nc1nc2c(s1)C(=O)CC(C)(C)C2 (centres undefined)
 : 7.6% | .
> Cc1cccc(N2CC(C(=O)OCC(=O)c3ccc(OC(=O)c4cccs4)cc3)CC2=O)c1C (centres undefined)
 : 2.2% | 0.8
> CCOC(=O)c1cc(C#N)c(N2CCN(C(=O)c3cccc(C(F)(F)F)c3)CC2)nc1C(F)(F)F
 : -1.5% | 1.5
> Cc1ccc2nnnc(-c3ccccc3)c2c1
 : -2.8% | .
> Cc1cc(NC(=O)CSc2nc3ccccc3n2CC(=O)N2CCCCC2)no1
 : -3.0% | 8.9
> CC1(C)Cc2ccccc2C(=NCC(=O)O)N1
 : 8.5% | 5.3
> COc1ccccc1-c1nc(C#N)c(N2CCN(Cc3ccccc3)CC2)o1
 : 8.3% | 1.3
> Cc1cc(C(F)(F)F)n2ncc(C(=O)O)c2n1
 : -3.2% | -12.8
> CCOc1ccc(NC(=O)C2CCCN(C(=O)Nc3ccccc3)C2)cc1 (centres undefined)
 : 4.9% | .
> COC(=O)c1sccc1NC(=O)CC1C(=O)NCCN1C(=O)c1ccc(N(C)C)cc1 (centres undefined)
 : 1.6% | 4.4
> CN1CCN(CCCNC(=O)c2ccc(CSCc3cccc(Cl)c3)o2)CC1
 : -4.2% | .
> CCn1c(SCC(=O)Nc2cc(C)on2)nnc1-c1ccc(S(=O)(=O)N2CCN(C)CC2)cc1
 : 1.1% | .
> CCc1onc(C)c1C(=O)O
 : -5.4% | -5.4
> CC(=O)c1cccc(NC2c3ccccc3C(=O)N2Cc2ccc3c(c2)OCO3)c1 (centres undefined)
 : -2.9% | -6.6
> CCOP(=O)(c1ccc(N(C)C)cc1)C(O)c1cc(OC)c(OC)c(OC)c1 (centres undefined)
 : -1.4% | -5.1
> COCCCNCC1C(Oc2ccc(Cl)cc2)C(=O)N1c1ccccc1C (centres undefined)
 : 4.9% | -8.9
> O=C(CNC(=O)c1cccc(OC(F)F)c1)OCn1nnc2ccccc2c1=O
 : 1.3% | 7.7
> COc1ccc(OC)c(NC(=O)c2c(NC(=O)CCC(=O)O)sc3c2CCCCC3)c1
 : -3.2% | 6.3
> COC(=O)C1CSC(c2ccc(Cl)cc2)N1C(=O)c1ccccc1 (centres undefined)
 : -0.7% | 6.8
> OC(CN1CCOCC1)CN1CCOCC1
 : . | 6.5
> CC(=O)NC(Cc1cc(C)ccc1C)C(=O)N1CCN(C(=O)c2ccc(Br)cc2)CC1 (centres undefined)
 : -1.1% | -13.7
> Oc1ccc(/C=N/N=C/c2ccc(O)cc2)cc1
 : 3.9% | -11.5
> COc1cccc(-c2csc(N3CCN(C(=S)Nc4cccc(C)c4)CC3)n2)c1
 : 1.6% | 9.0
> COC(=O)c1cccc(NC(=S)Nc2cc(Cl)ccc2OC)c1
 : 3.1% | 1.8
> c1ccc(C(c2nnnn2C2CCCC2)N2CCN(c3nc4ccccc4s3)CC2)cc1 (centres undefined)
 : -2.1% | -7.5
> Clc1ccc(OCc2nnc3n2N=C(c2ccc4c(c2)OCCO4)CS3)c(Cl)c1
 : 1.1% | .
> CCSc1nc(C2CC2)cc(-c2ccco2)c1C#N
 : 7.8% | .
> Cc1ccc(-c2nc(NC(=O)CSc3nnc4scc(-c5ccccc5)n34)ns2)cc1
 : -5.2% | .
> COc1ccc(C)cc1NCc1cccc(OC)c1OC
 : -5.1% | 7.3
> O=C(O)CC(SCC(=O)NC1CCCc2ccccc21)C(=O)O (centres undefined)
 : 8.7% | -12.1
> CSc1ccccc1-c1nnc(-c2ccc(Cl)cc2)o1
 : -2.2% | -7.8
> CCCN(Cc1ccccc1)C(=O)Nc1ccc2c(c1)nnn2C
 : 4.5% | .
> Cc1ccccc1SCc1noc(C(=O)NCC2CCCO2)c1C(=O)O (centres undefined)
 : -0.9% | .
> O=S(=O)(Nc1nc2ccccc2nc1N1CCN(c2ccccc2)CC1)c1ccc(F)cc1
 : 3.6% | .
> O=C(CSC1=NCCS1)NC(NC(=O)CSC1=NCCS1)c1ccccc1
 : 1.1% | 20.4
> c1cc2nnnn2nc1N1CCCCCC1
 : -3.4% | .
> Cc1ccc(-c2nc(-c3ccccn3)no2)cc1Cl
 : . | 2.6
> CCn1c(=O)c(C(=O)Nc2nc3ccccc3[nH]2)c(O)c2ccccc21
 : -9.9% | .
> COc1ccc(N(CC(=O)Nc2c(C)cccc2C)S(=O)(=O)c2ccccc2[N+](=O)[O-])c(OC)c1
 : -2.7% | -14.3
> CS(=O)(=O)Nc1ccc(C2=NN(S(C)(=O)=O)C(c3cccs3)C2)cc1 (centres undefined)
 : -3.8% | -0.2

Not a retest: five of the compounds above.
The line under a structure holds: GlmU inhibition | Mtb RmlCD inh
> CCCN(Cc1ccccc1)C(=O)Nc1ccc2c(c1)nnn2C
 : 4.5% | .
> Cc1ccccc1SCc1noc(C(=O)NCC2CCCO2)c1C(=O)O (centres undefined)
 : -0.9% | .
> O=S(=O)(Nc1nc2ccccc2nc1N1CCN(c2ccccc2)CC1)c1ccc(F)cc1
 : 3.6% | .
> O=C(CSC1=NCCS1)NC(NC(=O)CSC1=NCCS1)c1ccccc1
 : 1.1% | 20.4
> c1cc2nnnn2nc1N1CCCCCC1
 : -3.4% | .

Going on with the list.
The line under a structure holds: GlmU inhibition | Mtb RmlCD inh
> Cc1n[nH]c(=O)nc1N1CCc2ccccc2C1
 : 0.3% | .
> CN(C)CC(=O)c1ccc(-c2ccccc2)cc1
 : 0.8% | 6.4
> COc1ccccc1S(=O)Cc1ccc(C(=O)NCc2ccccc2Cl)o1 (centres undefined)
 : 3.0% | -23.3
> Cc1occc1-c1nnc(SCC(=O)Nc2ccccc2)n1C
 : -2.8% | 2.2
> Cc1cc2nc(-c3cccc(NC(=O)c4ccc(Br)o4)c3)oc2cc1C
 : -1.6% | .
> COC(=O)c1sc(N2C(=O)c3oc4ccccc4c(=O)c3C2c2cccc(O)c2)nc1C (centres undefined)
 : -2.8% | -0.5
> CN(C(=O)COC(=O)c1ccc([N+](=O)[O-])cc1N)c1ccccc1
 : 0.4% | .
> C=CCN1C(=O)/C(=C/c2ccc(O)c(OC)c2)S/C1=N/c1nccs1
 : -0.6% | 4.7
> COc1ccc(CN(C)CC(=O)NC2CCCc3ccccc32)cc1OC (centres undefined)
 : -4.6% | -9.0
> C/C(CC(=O)Nc1ccccn1)=N\NC(=O)C(=O)Nc1cccc(Cl)c1C
 : -2.2% | -2.9
> Cn1c(=O)c2cc(S(=O)(=O)NCCC(=O)Nc3ccccc3F)ccc2n(C)c1=O
 : 2.4% | 2.4
> COC(=O)[C@H](C)NC(=O)/C=C/c1ccc(OC)cc1
 : -4.8% | 8.0
> COCCn1c(SCC#N)nnc1-c1ccc2c(c1)OCO2
 : 2.8% | .
> O=C(c1cc([N+](=O)[O-])ccc1N1CCCC1)N1CCCCC1
 : -2.2% | 4.3
> Cc1cc([N+](=O)[O-])nn1Cc1ccc(C(=O)N/N=C/c2ccc(O)cc2O)cc1
 : 0.0% | .
> O=C1CC(N(CCc2ccccc2)C(=S)Nc2cc(Cl)ccc2Cl)C(=O)N1c1c(Cl)cccc1Cl (centres undefined)
 : 0.3% | -1.0
> O=C(Nc1ccc(CN2CCCCC2)cc1)c1sc2ccccc2c1Cl
 : 2.0% | .
> COc1ccc(OCC(=O)N2CCN(C(=O)c3cccc4ccccc34)CC2)cc1
 : 3.7% | .
> COc1ccc(C(=O)NCc2ccccn2)cc1[N+](=O)[O-]
 : -2.3% | .
> Cc1onc(-c2c(F)cccc2Cl)c1C(=O)NCCN1CCNC1=O
 : 0.6% | .
> Cc1cc(C)n(CCNC(=O)c2cc(COc3ccc(F)cc3Cl)on2)n1
 : 0.5% | .
> Cn1cc(C(=O)NC2C3CC4CC(C3)CC2C4)cn1 (centres undefined)
 : -0.7% | .
> O=C(COC(=O)c1ccncc1)Nc1ccccc1
 : -3.5% | -6.8
> O=C(CSC(=S)N1CCCCC1)c1ccccc1
 : 2.8% | 11.6
> CC(C)NCC(O)COc1ccc(Br)cc1 (centres undefined)
 : -3.4% | 8.1
> CCNC(=O)C(=O)Nc1ccc([N+](=O)[O-])cc1
 : 8.8% | 8.2
> CCCCOc1ccc(-c2nc(=S)[nH][nH]2)cc1
 : 6.7% | -4.3
> CC1CCCCN1C(=O)COc1ccc(NC(=O)c2ccco2)cc1 (centres undefined)
 : -0.9% | -2.1
> CC12CCC(=O)N1C(C(=O)OCC(=O)Nc1cccc(Br)c1)CS2 (centres undefined)
 : -4.5% | -10.1
> CCOc1cc(S(=O)(=O)N2CCOCC2)ccc1F
 : -4.3% | .
> O=C(OCC(=O)c1ccc([N+](=O)[O-])cc1)/C(=C\c1ccc(Cl)cc1)NC(=O)c1ccccc1
 : 4.4% | 6.6
> CC(=O)/C(=N\Nc1ccc(C)cc1)Sc1nncn1C
 : -0.5% | 7.8
> COC(=O)C1=C(C)NC(=O)/C1=C\N(C)C
 : -6.9% | -8.8
> CC(=O)N1c2ccccc2C(C)CC12CCCCC2 (centres undefined)
 : 0.8% | .
> Cc1ccc2c(c1)cc(CN(C(=O)N1CCOCC1)C1CCCC1)c1nnnn12
 : 2.5% | .
> Cc1ccc(N)c2c1OCCC2=O
 : 0.8% | 6.5
> Cn1c(O)c(C(=Nc2ccc(F)cc2)c2ccccc2Cl)c(=O)n(C)c1=O
 : -1.6% | -6.0
> O=C(O)CCC(=O)NNC(=O)COc1ccc(Cl)cc1Cl
 : 0.7% | -8.6
> COc1cc(NCCCCCCCN)c2ncccc2c1
 : -12.1% | .
> COc1ccc(NC2=C(C(C)=O)C(c3ccc4c(c3)OCO4)C(C(C)=O)C(C)(O)C2)cc1 (centres undefined)
 : 1.4% | -8.3
> COc1cccc(-n2c(SCC(=O)Nc3nc4ccccc4s3)nc3ccccc3c2=O)c1
 : -0.9% | .
> CC(=O)c1c(C)[nH]c(C(=O)NC2=NCCS2)c1C
 : 0.8% | -7.6
> COc1cccc(/C=C/C(=O)Nc2ccc3[nH]c(=O)[nH]c3c2)c1
 : -5.0% | 4.9
> Cc1ccc(/C=C(\C#N)C(=O)Nc2ccccn2)o1
 : -1.2% | -3.4
> N#Cc1ccccc1Cn1c(=O)n(C2CCCC2)c(=O)c2ccccc21
 : -2.6% | 5.4
> CN(C(=O)/C=C/c1ccc2c(c1)OCO2)c1ccccc1
 : -2.5% | 4.3
> CCOC(=O)c1sc(NC(=O)Cn2nnc3sc4c(c3c2=O)CCC(C(C)(C)C)C4)nc1C (centres undefined)
 : 2.0% | 6.2
> COC(=O)C(Cc1cnc(Cl)s1)(C(=O)OC)c1ccccc1[N+](=O)[O-]
 : 2.3% | 10.6
> COc1cc(C)c(CNc2cccc(C)c2)cc1C
 : 4.1% | 101.4
> Cc1cc(C)n2nc(C(=O)Nc3nccs3)nc2n1
 : 2.6% | 8.6

Additional records.
The line under a structure holds: GlmU inhibition | Mtb RmlCD inh
> O=C1/C(=C\c2ccc(O)c(O)c2)N=C2CCCCCN12
 : 6.8% | 3.3
> O=C(O)CCCC(=O)Nc1cccc(C(=O)Nc2ccccc2C(=O)O)c1
 : 3.5% | .
> COc1ccc(S(=O)(=O)N2CCOCC2)cc1NC(=O)CN1CCCCCC1
 : -3.5% | -13.7
> Cc1nnc(NC(=O)c2cccc(F)c2)s1
 : 2.0% | 11.7
> CCOC(=O)n1c(=O)n(C)c2ccc(Br)cc21
 : 5.8% | 10.8
> O=C(OCc1cc2ccccc2[nH]c1=O)c1ccncc1
 : 0.8% | 8.1
> COCCNC(=O)C12CC3CC(C1)CC(c1ccccc1)(C3)C2
 : -3.7% | -4.5
> Cc1nnc(-c2cnn(C)c2N)n1Cc1ccc2c(c1)OCO2
 : 1.7% | .
> Cc1cc(S(=O)(=O)NC2CCCCC2)ccc1OCC(=O)NCC1CCCO1 (centres undefined)
 : 0.9% | -12.5
> O=C(Nc1cccc(S(=O)(=O)N2CCCCC2)c1)c1ccc2c(c1)OCO2
 : -3.4% | 4.4
> S=c1[nH]nc([C@@H]2C[C@H]2c2ccccc2)n1-c1ccccc1
 : -3.9% | -10.6
> O=c1cc(NCc2ccco2)[nH]c(=O)n1-c1ccc(Br)cc1
 : -0.3% | 7.8
> CCOc1ccc(NC(=S)NN2C(C)CCCC2C)cc1 (centres undefined)
 : 3.5% | 1.5
> Cc1ccc(NC(=O)c2ccc(F)cc2F)cc1
 : 1.0% | .
> CCCOC(=O)/C(=C\c1ccc([N+](=O)[O-])o1)NC(=O)c1ccccc1
 : -7.6% | .
> COc1ccccc1-n1cnnc1SC1CCOC1=O (centres undefined)
 : -0.1% | 7.4
> O=C(Nc1ccc(Cl)c(C(F)(F)F)c1)[C@@H]1CC=C[C@@H]2CCN(Cc3ccccc3)C(=O)[C@@H]21
 : -0.4% | .
> CCC(NS(=O)(=O)c1ccc(C)cc1)C(=O)N1CCN(c2ccccn2)CC1 (centres undefined)
 : 0.9% | 4.6
> CCN(CC(=O)Nc1ccc2c(c1)OCCO2)Cc1cc(=O)n2ccsc2n1
 : 2.5% | -11.1
> Cc1ccnc(NC(=O)c2ccc(Cl)c([N+](=O)[O-])c2)c1
 : -9.4% | 4.2
> CSC1=C(C#N)C(c2ccc(C)cc2)C2=C(CCCC2=O)N1 (centres undefined)
 : 3.0% | .
> COc1ccc(NC(=O)CSc2nnnn2C)cc1
 : 2.9% | -38.2
> Cc1[nH]c2ccccc2c1C(c1ccccn1)c1c(C)[nH]c2ccccc12
 : 7.1% | .
> CCO[C@H]1OC(C(N)=O)=C[C@@H](C)[C@@H]1CCCO
 : -0.8% | .
> Cc1nc(SCC(=O)c2cccs2)c2oc3ccccc3c2n1
 : 5.6% | 7.9
> CCOC(=O)C1CCCN(C(=O)CS(=O)(=O)Cc2ccccc2)C1 (centres undefined)
 : . | 1.4
> CCc1cc(OCCN2C(=O)NC(C)(C)C2=O)ccc1Cl
 : 6.1% | .
> NC(=O)C1=C[C@@H](c2ccc(Br)cc2)C[C@@H](OCc2ccc(CO)cc2)O1
 : 3.1% | .
> COCCCNC(=S)NNC(=O)c1ccccc1Br
 : -7.4% | -7.5
> COc1ccc(C(O)P(=O)(OCCC(C)C)c2ccc(N(C)C)cc2)cc1OC (centres undefined)
 : 0.6% | -13.8
